# Bioassay records deposited in PubChem by several laboratories.
# TRPC4 agonist – opens the mouse TRPC4 cation channel | AID 2237 | Q9QUQ5 | B-score at 10 µM | HEK293 TRPC4beta/mu-opioid, Fluo4 calcium fluorescence; hits give high values | actives 0.49% (n = 310,000);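 active = B-score above 5 SD of library B-scores, and initial fluorescence ratio not above library mean plus 5 SD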;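 also: positive B-score marks a calcium rise read as TRPC4 activation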
# Target sequence (Q9QUQ5 whole entry, looked up): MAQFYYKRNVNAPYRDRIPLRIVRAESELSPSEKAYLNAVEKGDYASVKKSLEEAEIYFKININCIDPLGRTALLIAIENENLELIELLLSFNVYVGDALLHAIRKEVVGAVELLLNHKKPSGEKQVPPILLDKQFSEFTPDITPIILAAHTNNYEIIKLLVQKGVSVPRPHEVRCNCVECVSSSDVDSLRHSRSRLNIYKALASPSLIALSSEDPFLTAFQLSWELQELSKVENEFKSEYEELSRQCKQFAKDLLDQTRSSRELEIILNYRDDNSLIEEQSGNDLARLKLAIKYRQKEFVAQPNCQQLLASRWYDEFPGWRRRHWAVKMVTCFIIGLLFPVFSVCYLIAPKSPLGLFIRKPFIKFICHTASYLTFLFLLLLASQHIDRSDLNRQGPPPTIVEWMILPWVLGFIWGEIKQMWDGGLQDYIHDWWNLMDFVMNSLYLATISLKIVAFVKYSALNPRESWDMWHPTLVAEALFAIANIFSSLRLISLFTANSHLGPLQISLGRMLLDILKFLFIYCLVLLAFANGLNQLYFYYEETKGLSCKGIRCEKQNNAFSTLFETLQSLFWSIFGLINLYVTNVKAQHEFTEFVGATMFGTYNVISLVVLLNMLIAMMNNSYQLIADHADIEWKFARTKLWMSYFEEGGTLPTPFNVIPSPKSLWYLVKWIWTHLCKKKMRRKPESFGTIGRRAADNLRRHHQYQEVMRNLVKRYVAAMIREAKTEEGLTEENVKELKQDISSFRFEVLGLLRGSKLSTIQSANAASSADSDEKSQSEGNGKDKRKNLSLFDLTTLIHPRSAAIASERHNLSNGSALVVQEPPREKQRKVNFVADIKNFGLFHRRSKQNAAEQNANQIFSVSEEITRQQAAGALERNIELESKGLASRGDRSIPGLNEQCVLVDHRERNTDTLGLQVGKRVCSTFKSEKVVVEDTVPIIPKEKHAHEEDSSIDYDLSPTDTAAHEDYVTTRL
#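 system = HEK293 cells stably co-expressing mouse TRPC4beta and mu-opioid receptor | schedule = Fluo4 dye loading 45 min at room temperature, 110 s recording | measure = B-scored integrated calcium fluorescence ratio | signal = Fluo4 calcium-sensitive dye fluorescence, kinetic, 1 Hz baseline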
# TRPC4 inh – TRPC4 (mouse) channel inhibition; B-score at 10 µM; HEK293 TRPC4beta/mu-opioid, DAMGO-evoked Fluo4 calcium flux; hits give low values; actives 0.39% (n = 300,000);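 active = B-score over 3 SD under the library average, no early fluorescence shift, positive overall ratio signal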
#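 Signal: kinetic Fluo4 fluorescence imaging of calcium influx. Material: stable TRPC4beta/mu-opioid receptor HEK293 cells. Probe or stimulus: DAMGO in two steps, submaximal then maximal.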
# aSyn UTR inh – 5' untranslated region of α-synuclein, MLPCN primary screen; alpha-synuclein 5'UTR reporter, inhibitor activity; inhibition, % (tested at 7.5 µM); actives 0.82% (n = 300,000); AID 1813; in the data active = inhibition above about 60%;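 also: H4 neuroglioblastoma cells stably carrying SNCA 5'UTR luciferase fusion; 0% = DMSO wells and 100% = positive control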
# TRPC6 act – mouse TRPC6 channel activation; HEK293-TRPC6 membrane potential dye fluorescence; hits give high values; B-score at 10 µM; actives 0.13% (n = 310,000);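 active = B-score of the integrated fluorescence ratio above library mean plus 3 SD, and starting fluorescence ratio within library mean plus 5 SD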;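 also: higher score means more depolarization so channel activation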
# TRPC4 PAM – allosteric potentiators of mouse TRPC4 channel; Q9QUQ5; HEK293 TRPC4beta/mu-opioid, DAMGO EC20, Fluo-4 Ca2+ flux; hits give high values; B-score at 10 µM; actives 0.42% (n = 310,000); AID 2227;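 active = B-score of calcium response area above 5 SD of library B-scores, with initial fluorescence ratio within 5 SD of library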;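 also: B-score of integrated fluorescence ratio over time as area under calcium response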
# IEC-6 cytotox – IEC-6 cytotoxicity, counter-screen for KLF5 inhibitors | luminescence viability | inhibition, % at 5 µM | actives 0.78% (n = 290,000) | AID 1825; in the data active = inhibition above about 22%;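 also: 0% = plate median of test compound wells and 100% = cytotoxic reference compound wells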
# HIF activator – HIF pathway transcriptional activation | U2OS HRE-luciferase reporter, luminescence; normalized: DMSO 0%, desferrioxamine 100% | activation, % at 7.5 µM (by protocol) | actives 0.32% (n = 300,000) | AID 1910;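 active = mean activation of at least 10% of the iron chelator positive control signal, with at least half of replicates also reaching 10%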
# SKKanGAS inh – SKKanGAS growth inhibition; inhibition, % at 7.5 µM; actives 1.3% (n = 300,000); S. pyogenes SKKanGAS, kanamycin growth, BacTiter-Glo, 6 h;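 active = mean replicate score, as percent of positive control median, at least 50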;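 also: strain carries kanamycin resistance gene driven by streptokinase promoter and grows in 40 µg/ml kanamycin; loss of luminescence reflects streptokinase promoter inhibition or plain growth inhibition; 0% = median of DMSO wells and 100% = positive control at its reference dose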
# KLF5 inh – kruppel-like factor 5 inhibition. AID 1700. actives 0.23% (n = 290,000). inhibition, % at 5 µM. DLD-1 KLF5 promoter-luciferase reporter, luminescence;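 active = inhibition above a per-plate limit of that plate's mean compound inhibition plus 3 SD, cut at about 60% in these data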;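 also: 0% = DMSO wells and 100% = LY294002 at 200 µM; higher means less KLF5 promoter-driven luciferase light; inactives centre near -14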
# MrgX1 antag – human MrgX1 receptor antagonism, primary screen | MRGX1-HEK293 calcium flux, Fluo-4, BAM8-22 antagonism; hits give low values | B-score at 10 µM | actives 1.3% (n = 310,000) | AID 588676;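 active = calcium-response B-score plate-corrected more than 3 library SD below zero, starting fluorescence within 5 deviations, no agonist response on first addition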;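 also: peak minus trough fluorescence over baseline after final BAM8-22 challenge near maximal dose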
# TRPC6 inh – blocks the mouse TRPC6 cation channel | Q61143 | actives 1.1% (n = 310,000) | HEK293-TRPC6, membrane potential dye, ACh-evoked depolarization; hits give low values | B-score at 10 µM;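 active = B-score under library mean minus 3 SD, initial fluorescence not abnormally high, positive integrated signal ratio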;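 also: B-score derived from integrated fluorescence ratio over the kinetic read; more negative B-score means stronger inhibition of depolarization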
# An asterisk follows results filed as active; i = inactive; · = not tested or not shown.
SMILES,TRPC4 agonist,TRPC4 inh,aSyn UTR inh,TRPC6 act,TRPC4 PAM,IEC-6 cytotox,HIF activator,SKKanGAS inh,KLF5 inh,MrgX1 antag,TRPC6 inh
COc1ccc(N2CCN(C(=O)c3ccc4c(=O)n5c(nc4c3)CCCCC5)CC2)cc1,i,i,4,i,i,12,-0.3,-6,7,i,i
CCCNC(=O)Nc1ccccc1C(=O)Nc1ccc(OC)cc1,i,i,-1,i,i,3,0.1,4,-1,i,i
COc1ccc2nc(NC(=O)CSc3nnc(C)s3)sc2c1,i,i,-78,i,i,-13,1.0,-13,-47,i,i
Cn1c(Cc2ccccc2)nnc1SCC(=O)N1CCN(c2ccccc2)CC1,i,i,-3,i,i,-2,-2.5,1,-14,i,i
COC(=O)c1cc(S(=O)(=O)Nc2cccc(-c3cnco3)c2)oc1C,i,i,-5,i,i,5,-0.3,12,-37,i,i
Cn1cnnc1SCc1nnc(-c2ccccc2Br)o1,i,i,-9,i,i,-3,0.9,-5,-35,i,i
O=C(Nc1ccc(-c2nc3ccccc3[nH]2)cc1)c1ccccc1NS(=O)(=O)c1ccc(F)cc1,i,i,-1,i,i,4,-15,40,-21,i,i
Cc1nc(-c2ccc(S(=O)(=O)Nc3cc(F)ccc3F)cc2)co1,i,i,-6,i,i,4,0.2,0,-31,i,i
CC(=O)c1cccc(S(=O)(=O)Nc2cccc(S(=O)(=O)NC3=NCCC3)c2)c1,i,i,-2,i,i,-2,0.1,-3,5,i,i
Fc1ccc(-c2[nH]ncc2-c2nnnn2-c2ccccc2)c(F)c1,i,i,18,i,i,-2,-0.3,-1,-14,i,i
CCOC(=O)N1CCN(C(=O)c2ccc3c(=O)n(Cc4ccccc4)c(=S)[nH]c3c2)CC1,i,i,15,i,i,2,-0.7,6,-31,i,i
CCOc1ccc(Br)cc1S(=O)(=O)Nc1ccc(C(=O)OCC(=O)Nc2ccc(C#N)cc2)cc1,i,i,-7,i,i,2,-1.0,12,-25,i,i
O=C(COc1ncnc2ccccc12)NCCc1ccccc1,i,i,-6,i,i,0,-0.2,-1,1,i,i
CCOc1ccc(C2=CS/C(=C(\C#N)c3nnc4n3CCCCC4)N2CC)cc1,i,i,16,i,i,1,0.0,-5,-10,i,i
O=C(c1cc2cc(F)ccc2[nH]1)N1CCN(c2ccc(F)cc2)CC1,i,i,11,i,i,-4,-1.4,-1,-36,i,i
CCN1CCN(C(=S)Nc2cccc([N+](=O)[O-])c2)CC1,i,i,-4,i,i,0,0.4,1,-19,i,i
Nc1cc(=O)[nH]c(SCC(=O)NNC(=O)Cc2ccccc2)n1,i,i,-8,i,i,-7,0.1,3,-27,i,i
CC(Oc1ccc(C(C)(C)C)cc1)c1ccnc2nc(/N=C/N(C)C)nn12 (stereo unspecified),i,i,21,i,i,2,-3.9,-2,-36,i,i
COc1cc(/C=C/CO)ccc1O[C@@H]1O[C@H](CO)[C@@H](O)[C@H](O)[C@H]1O,i,i,19,i,i,·,-0.3,0,·,i,i
CC1(C)Cc2c(sc(/N=C/N3CCCCC3)c2C#N)C(C)(C)N1,i,i,-5,i,i,-2,0.1,-1,-4,i,i
CCN=C1SC(C(=O)Nc2ccccc2)CC(=O)N1CC (stereo unspecified),i,i,11,i,i,0,-0.2,-2,-36,i,i
Cc1ccc(OCC(=O)c2c[nH]c3ccccc23)c([N+](=O)[O-])n1,i,i,-67,i,i,1,1.4,-1,11,i,i
Cc1ccc(NS(=O)(=O)c2ccc3c(c2)CCC(=O)N3)cc1C,i,i,-9,i,i,8,0.1,1,-10,i,i
COc1ccc(NC(=O)CSc2nnc(CNC(=O)COc3ccc(Cl)cc3)o2)cc1,i,i,4,i,i,-1,-0.2,-18,-5,i,i
Cc1noc(C)c1CSCC(=O)N(C)CC(=O)Nc1ccc(Cl)cc1,i,i,10,i,i,-2,-0.3,1,-5,i,i
c1ccc(COc2ccc(OCCCCN3CCCCC3)cc2)cc1,i,i,-82,i,i,0,2.8,0,-49,i,i
COc1cccc(OCc2cc(/C=N/n3cncn3)ccc2OC)c1,i,i,4,i,i,3,-0.2,3,-13,i,i
COc1cc(/C=N/NC(=O)c2ccc(CN3C(=O)c4cccc5cccc3c45)cc2)cc(OC)c1O,i,i,14,i,i,-2,0.5,18,7,i,i
COc1ccc(CCNC(=O)CSc2nc(C)cs2)cc1,i,i,10,i,i,4,-0.3,-4,-6,i,i
COc1ccc(CCN2C(=O)C3C4CC(C5C(C(N)=O)=NOC45)C3C2=O)cc1OC (stereo unspecified),i,i,-3,i,i,-2,-0.1,-3,-10,i,i
O=C(COc1cccc2c1CCN(Cc1ccccc1)C2=O)NCc1ccco1,i,i,17,i,i,7,0.0,0,2,i,i
O=C(/C=C/c1ccccc1[N+](=O)[O-])NCCN1C(=O)S/C(=C\c2ccc(F)cc2)C1=O,i,i,-113,i,i,-5,3.3,-7,-43,i,i
CCOC(=O)NNS(=O)(=O)c1cc(Br)ccc1Br,i,i,3,i,i,-8,-0.5,-3,-10,i,i
c1ccc(CNc2cncnc2)cc1,i,i,6,i,i,-4,-0.3,0,-38,i,i
NC(=S)Nc1ccc(S(=O)(=O)c2ccc(NC(N)=S)cc2)cc1,i,i,-3,i,i,-6,-0.2,1,-2,i,i
Clc1ccc2[nH]cc(-c3nnnn3-c3ccc4ccccc4c3)c2c1,i,i,-19,i,i,1,-0.1,37,-12,i,i
Cc1nn(Cc2ccccc2)c(Cl)c1/C=C1\NC(=S)NC1=O,i,i,-25,i,i,-4,0.4,-4,6,i,i
CCOc1ccc(N(C(=O)Cn2nnc3ccccc32)C(C(=O)NC(C)(C)CC)c2cccn2C)cc1 (stereo unspecified),i,i,13,i,i,5,0.2,-4,-38,i,i
CCOC(=O)c1oc2nc3c(cc2c1N)CCCC3,i,i,-107,i,i,-2,1.4,-17,-18,i,i
CN(C)CCn1c2c(c(SCC(=O)Nc3ccc4c(c3)OCCO4)nc1=O)CCC2,i,i,26,i,i,·,-2.5,-2,·,i,i
C=CCSc1nnc(N2C(=O)C(O)=C(C(=O)c3ccco3)C2c2ccccc2F)s1 (stereo unspecified),i,i,12,i,i,-8,0.0,6,-45,i,i
CC1(c2ccc(Cl)cc2Cl)NC(=O)N(CC(=O)Nc2cccnc2Cl)C1=O (stereo unspecified),i,i,3,i,i,·,-0.2,-10,·,i,i
O=C(NCc1ccccc1)C(c1ccc(Cl)cc1)N(C(=O)c1csnn1)C1CC1 (stereo unspecified),i,i,-17,i,i,-5,-0.1,3,-14,i,i
N#Cc1ccc(CSc2ncccn2)cc1,i,i,-48,i,i,2,0.8,7,8,i,i
CCOC(=O)Cc1csc(N/N=C\c2cccc(Br)c2)n1,i,i,-66,i,i,-2,0.6,14,-14,i,i
C/C(=N/NC(=O)CN1CCN(Cc2ccccc2Cl)CC1)c1ccco1,i,i,5,i,i,2,-0.4,2,-18,i,i
CCc1nnc(NS(=O)(=O)c2ccc(N/C=C(\C=O)c3nc4cc(Cl)ccc4o3)cc2)s1,i,i,-60,i,i,-1,0.4,8,-13,i,i
Cc1ccc(NCc2nnc(SCC(=O)Nc3cc(C)on3)n2C)cc1,i,i,-5,i,i,-1,0.4,-4,-47,i,i
O=C(c1c(F)cccc1F)N1CCCC(c2nc(-c3ccc(F)cc3)no2)C1 (stereo unspecified),i,i,-36,i,i,-2,2.1,2,-13,i,i
COc1ccccc1C1CC(c2ccc(Cl)cc2Cl)Nc2nc(N)nn21 (stereo unspecified),i,i,23,i,i,0,-0.1,31,-9,i,i

# Record cards (already shown):
# CCc1nnc(NS(=O)(=O)c2ccc(N/C=C(\C=O)c3nc4cc(Cl)ccc4o3)cc2)s1 is listed with TRPC4 agonist = i; TRPC4 inh = i; aSyn UTR inh = -60; TRPC6 act = i; TRPC4 PAM = i; IEC-6 cytotox = -1; HIF activator = 0.4; SKKanGAS inh = 8; KLF5 inh = -13; MrgX1 antag = i; TRPC6 inh = i
# Cc1ccc(NCc2nnc(SCC(=O)Nc3cc(C)on3)n2C)cc1 is listed with TRPC4 agonist = i; TRPC4 inh = i; aSyn UTR inh = -5; TRPC6 act = i; TRPC4 PAM = i; IEC-6 cytotox = -1; HIF activator = 0.4; SKKanGAS inh = -4; KLF5 inh = -47; MrgX1 antag = i; TRPC6 inh = i

# The list continues.
SMILES,TRPC4 agonist,TRPC4 inh,aSyn UTR inh,TRPC6 act,TRPC4 PAM,IEC-6 cytotox,HIF activator,SKKanGAS inh,KLF5 inh,MrgX1 antag,TRPC6 inh
Cc1ccc(Nc2nc(COC(=O)C3CC3)cs2)cc1,i,i,-105,i,i,-2,2.4,-3,-62,i,i
O=C(COc1coc(CN2CCc3ccccc3C2)cc1=O)Nc1ccccc1F,i,i,7,i,i,·,-0.2,-3,·,i,i
COCCNC(=O)C(c1ccc(F)cc1)N(CCOC)C(=O)CCC(=O)Nc1nccs1 (stereo unspecified),i,i,-4,i,i,0,-0.2,-7,6,i,i
CN1CCN(C(=O)c2cc3c(C(F)(F)F)nn(C)c3s2)CC1,i,i,5,i,i,-2,0.0,0,5,i,i
CCOC(=O)Cc1csc(NC(=S)NC(=O)C(C)(C)C)n1,i,i,20,i,i,2,0.2,1,-17,i,i
CCOC(=O)c1ccc(N(CC(=O)NC2CCCCC2)C(=O)CNC(=O)c2ccco2)cc1,i,i,8,i,i,2,-0.2,-19,-18,i,i
Cn1c(=O)[nH]c(=O)c2c1nc(N1CCCCCC1)n2Cc1cccc2ccccc12,i,i,39,i,i,1,-0.1,18,8,i,i
Cc1ccc(CS(=O)Cc2ccc(C(=O)NCc3ccccc3Cl)o2)cc1 (stereo unspecified),i,i,17,i,i,-1,0.2,3,-3,i,i
O=C(Cc1ccsc1)NCC(c1ccco1)N1CCCCC1 (stereo unspecified),i,i,2,i,i,5,-3.1,2,-14,i,i
CCc1cc(C(=O)N(Cc2ccccc2)c2c(N)n(CCOC)c(=O)[nH]c2=O)sc1C,i,i,-15,i,i,·,-1.0,-4,·,i,i
Cc1cccc(Cn2ccc(N)n2)c1,i,i,-2,i,i,4,-0.2,-4,-16,i,i
COc1cccc(C(C[N+](=O)[O-])c2c(C)[nH]n(-c3ccccc3)c2=O)c1 (stereo unspecified),i,i,-23,i,i,16,55*,7,-11,i,i
CCOC(=O)COc1c(OC)cc(Cl)cc1C1NC(=O)NC(C)=C1C(C)=O (stereo unspecified),i,i,-12,i,i,2,-0.4,5,-24,i,i
COc1ccc(CCNC(=O)c2ccc(NS(=O)(=O)c3ccc4[nH]c(=O)[nH]c4c3)cc2)cc1OC,i,i,10,i,i,0,0.2,-1,-13,i,i
Cc1ccsc1/C=N/n1c(-c2ccco2)n[nH]c1=S,i,i,-7,i,i,2,0.0,9,-7,i,i
